# b-catenin transl – modulators of beta-catenin nuclear translocation; HeLa beta-catenin nuclear translocation, immunofluorescence imaging; nuclear translocation activity, % at 5 µM; 0.3% of 190,000 active; AID 1665;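 active means nuclear translocation activity above 50% at 5 µM, with a well cell count of 50 or more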;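 further: per-cell ratio of nuclear to cytoplasmic median beta-catenin stain intensity; plate controls were DMSO negative control for no effect and GSK-3 inhibitor IX positive control for full effect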
#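 assay system = human HeLa cells, endogenous beta-catenin | times = compound treatment 24 h, 37°C, 5% CO2 | detection = Anti-beta-catenin immunofluorescence on PFA-fixed, Triton-permeabilized cells, DAPI nuclei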
# WT yeast gro inh – growth inhibition of WT yeast, mitochondrial fusion screen | 2.1% of 190,000 active | inhibition, % at 10 µM | mitochondrial fusion phenotypic screen, WT strain | AID 1362; in the data active means inhibition above about 58%; tested in S. cerevisiae
# Autophagy mod – modulators of autophagy | 0.98% of 190,000 active | MEF GFP-LC3 puncta imaging; test concentration mostly 10 µM | calls only at 10 µM (by protocol);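 active means percentage of spot-positive cells more than 3 SD above its plate mean, without a fluorescence outlier flag or 80% toxicity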;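 further: spot-positive cell cutoff set from DMSO-treated cells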
# Yfh1-off respiration – mitochondrial function rescue without frataxin homolog – Friedreich's ataxia, plus single-dose screen, dose response (AID 1465); 0.074% of 220,000 active; S. cerevisiae Yfh1-off respiration, WST-1 reduction, 72 h; higher fold induction means a stronger effect; fold induction at 50 µM; hits with a dose series show EC50 in µM;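 active means fold induction of absorbance versus untreated yeast above a set limit, then at least 30% activation at any dose in follow-up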;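 further: activators that raise dye reduction in frataxin-depleted yeast; strong numbers were not always called active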
# Insulin prom up – MIN6 insulin promoter up-regulation | AID 1625 | MIN6 insulin promoter-GFP reporter, high-content imaging; hits give high values | 0.3% of 190,000 active | z-score at 5 µM;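 active means z-score above 3 at 5 µM with at least 500 cells counted in the well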
# Dynein transport – blocks dynein driven cargo transport along microtubules | AID 1381 | z-score, hits read low | 3617.4 mouse cells, GR-EGFP nuclear translocation imaging; test concentration mostly 20 µM; stimulated with dexamethasone, 1 µM; hits give low values | 0.47% of 220,000 active;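 active means plate z-score of nuclear minus cytoplasmic receptor signal below a set negative limit, without overly bright fluorescence or cell loss, cut at about -3.5 in these data, passing the limit was not always enough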;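 further: z-score of nuclear minus cytoplasmic ring GR-EGFP intensity difference per well; some compounds called inactive have numbers as strong as hits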
#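 Buffer or medium: tetracycline-free induction medium containing charcoal-stripped FBS / Reagent: dexamethasone agonist, 1.0 µM final, for 30 min / Technique: automated 10x imaging of fixed Hoechst-stained cells / Times: induction 48 h, compound 1 h, agonist 30 min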
# human PMI inhibition – MPI enzyme activity inhibition – biochemical, fluorescence intensity, coupled assay, primary screen (AID 1209); purified PMI enzyme, coupled fluorescence intensity; higher % means a stronger effect; inhibition, % at 20 µM, or IC50 in µM where a hit was titrated; 0.42% of 190,000 active;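 further: plate controls were DMSO vehicle for no effect and wells lacking substrate for full effect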
# PMI inhibition – MPI inhibition at elevated mannose 6-phosphate – biochemical, fluorescence intensity, high mannose 6-phosphate, primary screen (AID 1220). 0.66% of 190,000 active. recombinant PMI enzyme, coupled fluorescence intensity; higher % means a stronger effect. inhibition, % at 20 µM; hits with a dose series show IC50 in µM
# MT stabilize HCS – microtubule stabilization, imaging screen; 0.83% of 200,000 active; % tubulin-high responders, % at 10 µM; AID 2205; HeLa tubulin immunostaining HCS, 24 h; share of cells brighter than vehicle mean+2SD;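 active means plate Z-score above 3 for both tubulin-high and condensed-nucleus cell shares, with cell loss under 80%, at 10 µM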;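 further: anti alpha tubulin signal scored within the nucleus-defined area of each cell; some results filed as inactive read as strong as hits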
# WT yeast gro inh mutant strain – further read-out of WT yeast gro inh, marked with its call; inhibition, %; mitochondrial fusion phenotypic screen, mutant strain inhibition
# Dynein transport cytoplasmic EGFP – also measured in Dynein transport; calls as there; z-score; measured here: cytoplasmic GR-EGFP intensity; hits give high values
# Dynein transport nuclear GR-EGFP – second read-out of Dynein transport, no call of its own (marks repeat the call); z-score; measured here: nuclear GR-EGFP intensity;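 lower value marks the stronger effect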
# Dynein transport cell count – second read-out of Dynein transport, no call of its own (marks repeat the call); z-score; measured here: cell count per field
# Insulin prom up cell count – second read-out of Insulin prom up, no call of its own (marks repeat the call); cell count; measured here: cytotoxicity, nuclei count;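 total cells summed across four imaged fields per well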
# b-catenin transl cell count 5 µM – further read-out of b-catenin transl, marked with its call; cell count; measured here: cell count, cytotoxicity flag
# MT stabilize HCS Hoechst-high % – further read-out of MT stabilize HCS, marked with its call; % Hoechst-high responders; measured here: nuclear condensation Hoechst responders;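 share of cells brighter than vehicle mean plus two SD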
# MT stabilize HCS cytotoxicity % – second read-out of MT stabilize HCS, no call of its own (marks repeat the call); toxicity, %; measured here: cytotoxicity by cell density;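 0% = mean cell density of plate MIN control wells and 100% = no cells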
# Autophagy mod cell loss 18 h – second read-out of Autophagy mod, no call of its own (marks repeat the call); toxicity, %; measured here: cell loss, nuclei count;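 cell loss after 18 h compound exposure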
# Starred values were filed as active, the others as inactive; i = inactive; · = not tested or not shown; + = active, no number. Unless noted, no stated cut-off is given here; in the data, active means inhibition above about 50%; inactive means the rest.
# Sequence of screens: b-catenin transl	b-catenin transl cell count 5 µM	WT yeast gro inh	WT yeast gro inh mutant strain	Autophagy mod	Autophagy mod cell loss 18 h	Yfh1-off respiration	Insulin prom up	Insulin prom up cell count	Dynein transport	Dynein transport cytoplasmic EGFP	Dynein transport nuclear GR-EGFP	Dynein transport cell count	human PMI inhibition	PMI inhibition	MT stabilize HCS	MT stabilize HCS Hoechst-high %	MT stabilize HCS cytotoxicity %
Cc1ccc(N2C(=O)CC(N3CCN(C)CC3)C2=O)cc1 (stereo unspecified)
    -1.1	1251	-1.5	-9.5	i	-2.6	i	0.83	1208	-0.252	-0.259	-0.546	-0.166	7.1%	9.1%	2.9	1.7	2.2
O=S(=O)(NC1CCCCC1)c1cccc(-c2nnc(-c3ccccc3)o2)c1
    -8.9	1044	4.3	-11.5	i	-7.1	i	-0.29	1150	0.0209	-0.324	0.49	-0.305	-0.1%	2.0%	2.4	1.2	8.0
O=C(COc1ccc(Cl)cc1Cl)Nc1nnc(C2=COCCO2)o1
    -2.4	1107	14.1	6.4	i	-60.3	i	-0.01	1166	-0.934	-0.105	-0.353	0.205	-5.1%	44.1%	4.9	0.7	4.8
O=C(O)c1cccnc1SC1CC(=O)N(c2ccccc2)C1=O (stereo unspecified)
    0.3	1267	·	·	·	·	i	-0.39	938	-0.0848	-0.228	0.372	0.757	·	·	·	·	·
CCC(O)(C#CCN1CCCCC1)CC
    -0.3	955	0.5	-21.1	i	7.6	i	·	·	-0.607	-0.181	-0.589	0.65	3.6%	-6.1%	2.7	3.7	6.0
N#Cc1sc2nc(-c3ccccc3)cc(C(F)(F)F)c2c1N
    -3.4	444	2.9	5.8	+	-63.1*	i	·	·	0.957	-0.3	0.676	-0.724	-3.0%	-0.5%	3.8	1.1	3.9
O=C(NC(NC1CCS(=O)(=O)C1)C(Cl)(Cl)Cl)c1ccc(Br)cc1 (stereo unspecified)
    1.1	1284	-6.8	-4.9	i	-4.0	i	0.16	1522	3.07	-0.231	0.946	-0.986	-0.6%	-0.1%	2.1	0.7	4.2
C=CCn1c(=O)c2ccccc2n2c(SCc3nnc(-c4ccccc4Br)o3)nnc12
    -1.0	673	3.1	-4.3	i	-0.8	i	-1.27	1419	0.375	-0.216	0.307	0.418	-13.7%	-9.4%	3.0	2.6	5.8
CCn1c(SCC(=O)Nc2nc3ccccc3s2)nnc1-c1ccc(Br)cc1
    -4.7	1158	-1.4	-1.3	i	-8.7	i	·	·	-0.406	-0.118	-0.284	-0.00765	-0.5%	-2.4%	1.5	1.4	4.7
COC(=O)c1ccccc1NC1CC(=O)N(c2c(C)cccc2C)C1=O (stereo unspecified)
    0.7	1110	9.2	9.2	i	-4.9	i	0.73	607	-0.263	-0.24	0.267	0.665	-14.9%	-21.5%	2.3	1.0	1.7
Cc1ccc(C2NC(c3ccc(C)cc3)C(C)C(=NO)C2C)cc1 (stereo unspecified)
    ·	·	83.0*	73.7*	i	-24.0	i	·	·	-0.708	-0.2	-0.453	-0.149	22.3%	15.0%	3.3	1.3	8.8
COc1ccccc1CC(=O)NCC(c1ccco1)N1CCCCC1 (stereo unspecified)
    -3.0	1095	-6.5	-3.6	i	-4.2	i	-0.54	1213	-0.976	-0.326	-0.19	0.881	-0.9%	58.9%*	2.2	3.4	8.2
CCN1CCN(c2ccc(NC(=O)c3ccc4c(c3)OCO4)cc2)CC1
    0.0	1063	64.0*	-3.6*	i	-6.8	·	-0.16	1807	-0.628	-0.191	-0.686	-0.242	7.4%	4.0%	2.9	1.6	1.2
CCC1=C(OC(=O)N(CC)CC)N2C(=O)OC(=NCCc3c[nH]c4ccccc34)[C@]2(C)[C@H]2C1=CC[C@H]1C(=O)NC(=O)[C@H]12
    -1.8	1112	·	·	·	·	i	0.66	691	1.43	-0.713	0.799	-0.872	·	·	·	·	·
NC(=O)c1nnn(-c2nonc2N)c1-c1ccc([N+](=O)[O-])cc1
    0.1	1072	-14.6	9.5	i	-2.5	i	0.27	1454	-1.13	-0.223	-0.48	0.802	10.2%	2.2%	1.7	1.5	0.8
O=c1c2ccccc2nc(-c2ccccc2)n1CCCn1ccnc1
    -1.1	1212	3.0	10.7	i	-0.1	i	-0.21	1311	-0.895	-0.302	-0.493	1.08	5.7%	-4.3%	1.9	1.5	5.9
COc1ccc(C(=O)NCC(=O)NCC2COc3ccccc3O2)cc1 (stereo unspecified)
    -6.5	1093	1.8	-43.2	i	-14.2	i	0.71	944	0.434	0.0303	0.707	1.31	-10.7%	-10.8%	2.3	0.9	8.0
CN1CCC2(CC1)NC(=O)NC2=O
    -3.6	1001	-5.3	7.2	i	-7.3	i	0.17	1283	0.215	-0.0265	0.27	-0.686	-3.1%	3.0%	4.1	2.1	3.6
CCC(=NCCc1c(C)[nH]c2ccccc12)C1=C(O)CC(c2ccccc2)CC1=O (stereo unspecified)
    80.1*	339*	14.6	1.9	i	16.7	i	1.28	1054	1.77	-0.16	1.32	-1.37	24.7%	16.6%	14.8*	64.5*	25.9*
Cc1c(C(=O)OC/C(O)=C(\C#N)c2nc3ccccc3[nH]2)oc2ccc(Br)cc12
    -0.1	1371	·	·	·	·	i	0.34	1088	-1.18	0.199	-0.142	0.326	·	·	·	·	·
O=C(CS(=O)(=O)Cc1ccccc1)Nc1ccc(S(=O)(=O)N2CCCCCC2)cc1
    4.4	1349	-2.6	2.1	i	-2.5	i	-0.52	1452	-0.0862	-0.159	-0.16	0.3	7.7%	1.0%	1.2	0.9	2.6
CC(NS(=O)(=O)c1ccc(OCC(=O)Nc2cccc([N+](=O)[O-])c2)cc1)c1ccccc1 (stereo unspecified)
    -3.8	504	-2.3	-2.3	i	52.1	i	0.26	1260	0.0854	-0.269	0.252	0.422	0.2%	-0.2%	2.8	2.3	14.5
COC(=O)[C@@H](NC(=O)O[C@@H]1C(=O)c2cc(Br)ccc2O[C@H]1c1cccc(OC)c1)C(C)C
    ·	·	28.5	-9.2	i	24.2	·	0.66	1230	-1.22	0.338	-0.0869	1.16	-0.8%	2.7%	2.8	2.3	2.3
Cc1nc2ccc(NC(=O)N(C(C)C)C(C)C)cc2s1
    ·	·	-20.6	-19.9	i	7.5	i	·	·	-0.0663	-0.265	0.108	1.81	3.0%	10.5%	3.1	1.3	6.3
COc1ccc(S(=O)(=O)N2CCC(C(=O)N3CCCCC3)CC2)cc1Cl
    -16.2	1209	-4.7	-21.8	i	4.8	i	·	·	0.0312	-0.241	0.153	0.293	5.4%	5.6%	3.4	2.5	5.8
NC(=O)Nc1ccc(C(=O)OCC(=O)Nc2cccc(S(=O)(=O)NC3=NCCCCC3)c2)cc1
    0.3	1265	·	·	·	·	i	1.37	932	-0.5	-0.816	-0.461	0.566	·	·	·	·	·
CCCCC1C(=O)CC[C@H]2[C@@H]1CC(=O)[C@@H]2C/C=C\CCCC(=O)O (stereo partly specified)
    ·	·	-7.9	-16.5	i	26.3	i	·	·	-2.89	0.0405	-0.699	0.791	-7.2%	-6.1%	2.1	2.4	2.4
Cc1cc(=O)c(C(=O)O)cn1-c1ccc(C(C)C)cc1
    0.6	1063	6.3	-3.5	i	-2.8	·	-0.06	1181	0.458	-0.21	0.263	-0.828	-1.3%	-0.7%	2.7	1.2	0.3
O=C(CSCc1ccccc1)N1CCN(Cc2ccc3c(c2)OCO3)CC1
    -1.4	1149	-4.0	6.2	i	-12.4	·	0.17	1151	0.342	-0.138	0.659	0.456	10.9%	9.8%	3.4	1.7	7.0
Cc1ccc(C(=O)N/C(=C/c2ccco2)C(=O)OCN2C(=O)c3ccccc3C2=O)cc1
    -0.9	1152	-4.4	-12.3	i	-2.9	i	0.1	1499	-0.637	-0.267	-0.554	0.0722	14.1%	10.5%	1.1	1.5	7.2

# Rewritten with tabs: 6 of the compounds above
SMILES	b-catenin transl	b-catenin transl cell count 5 µM	WT yeast gro inh	WT yeast gro inh mutant strain	Autophagy mod	Autophagy mod cell loss 18 h	Yfh1-off respiration	Insulin prom up	Insulin prom up cell count	Dynein transport	Dynein transport cytoplasmic EGFP	Dynein transport nuclear GR-EGFP	Dynein transport cell count	human PMI inhibition	PMI inhibition	MT stabilize HCS	MT stabilize HCS Hoechst-high %	MT stabilize HCS cytotoxicity %
O=C(CS(=O)(=O)Cc1ccccc1)Nc1ccc(S(=O)(=O)N2CCCCCC2)cc1	4.4	1349	-2.6	2.1	i	-2.5	i	-0.52	1452	-0.0862	-0.159	-0.16	0.3	7.7%	1.0%	1.2	0.9	2.6
CC(NS(=O)(=O)c1ccc(OCC(=O)Nc2cccc([N+](=O)[O-])c2)cc1)c1ccccc1 (stereo unspecified)	-3.8	504	-2.3	-2.3	i	52.1	i	0.26	1260	0.0854	-0.269	0.252	0.422	0.2%	-0.2%	2.8	2.3	14.5
COC(=O)[C@@H](NC(=O)O[C@@H]1C(=O)c2cc(Br)ccc2O[C@H]1c1cccc(OC)c1)C(C)C	·	·	28.5	-9.2	i	24.2	·	0.66	1230	-1.22	0.338	-0.0869	1.16	-0.8%	2.7%	2.8	2.3	2.3
Cc1nc2ccc(NC(=O)N(C(C)C)C(C)C)cc2s1	·	·	-20.6	-19.9	i	7.5	i	·	·	-0.0663	-0.265	0.108	1.81	3.0%	10.5%	3.1	1.3	6.3
COc1ccc(S(=O)(=O)N2CCC(C(=O)N3CCCCC3)CC2)cc1Cl	-16.2	1209	-4.7	-21.8	i	4.8	i	·	·	0.0312	-0.241	0.153	0.293	5.4%	5.6%	3.4	2.5	5.8
NC(=O)Nc1ccc(C(=O)OCC(=O)Nc2cccc(S(=O)(=O)NC3=NCCCCC3)c2)cc1	0.3	1265	·	·	·	·	i	1.37	932	-0.5	-0.816	-0.461	0.566	·	·	·	·	·

# High-throughput results from PubChem.

# The order is random. Share with any hit: about 5%.
